# PhoP GFP inhibition – Inhibition of PhoP regulon, Salmonella typhi GFP reporter cells, confirmation, 4 h (AID 1850). Salmonella Typhi PhoP-promoter GFP reporter, fluorescence, 4 h; higher % means a stronger effect. inhibition, % at 50 µM; hits with a dose series show IC50 in µM. 0.33% of 310,000 active; in the data active = a potency from the dose series; inconclusive = inhibition mostly from about 25% at the one dose, without a potency; inactive = the rest, 99 in 100 with inhibition below about 19%;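 also: 0% = induced wells with vehicle and 100% = uninduced wells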
# influenza NS1A – H1N1 influenza NS1A inhibitors, functional cell based assay (AID 504329). 0.3% of 340,000 active. NS1A functional cell-based assay, percent inhibition; higher % means a stronger effect. inhibition, % at 12.5 µM; hits with a dose series show IC50 in µM; in the data active = a potency from the dose series; inconclusive = inhibition above about 27% without an active follow-up result; also: strong numbers were not always called active
# H37Rv inhibition – M. tuberculosis growth inhibition, HTS (AID 449762) | M. tuberculosis H37Rv growth inhibition, 7H9 media; higher % means a stronger effect | one-dose inhibition, % at 25 µM; IC50 in µM for titrated hits | 0.59% of 330,000 active; in the data active = a potency from the dose series; inconclusive = inhibition above about 70% without an active follow-up result;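 also: bacterial growth assessed after seven days of incubation; strong numbers were not always called active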
# tuberculosis growth – growth inhibition of non-replicating M. tuberculosis (AID 488890) | inhibition, % at 25 µM; hits with a dose series show IC50 in µM | Mycobacterium tuberculosis non-replicating, growth inhibition; higher % means a stronger effect | 0.39% of 320,000 active; in the data active = a potency from the dose series; inconclusive = inhibition mostly from about 82% at the one dose, without a potency; inactive = the rest, 99 in 100 with inhibition below about 76%;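 also: plate controls were DMSO cells for no effect and high antibiotic wells for full effect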
# inhibitors of VEEV – inhibitors of VEEV TC-83 cytopathic effect, confirmation, Vero cells (AID 588727) | one-dose inhibition, % at 20 µM; IC50 in µM for titrated hits | Vero cells, VEEV TC-83 cytopathic effect inhibition; higher % means a stronger effect | 0.13% of 350,000 active; in the data active = a potency from the dose series; inconclusive = inhibition mostly from about 14% at the one dose, without a potency; inactive = the rest, 99 in 100 with inhibition below about 12%; also: strong numbers were not always called active
# inhibitors of VEEV 10K pilot screen – further read-out of inhibitors of VEEV, marked with its call; inhibition, %; measured here: 10K pilot screen inhibition
# Numbers without * were called inactive; i = inactive; ? = inconclusive; nt = not tested or not shown.
SMILES,PhoP GFP inhibition,influenza NS1A,H37Rv inhibition,tuberculosis growth,inhibitors of VEEV,others
O=[N+]([O-])c1ccc(OCc2cnc(Cl)s2)cc1,nt,-13.3%,nt,nt,0.4%,
CCOC(=O)c1ccc(N=C2S/C(=C\c3cc(C)n(-c4cccnc4)c3C)C(=O)N2C)cc1,2.6%,6.7%,96.6µM*,0.6%,0.7%,inhibitors of VEEV 10K pilot screen=3.7
COc1ccc(NC(=O)C2CCN(C(=O)c3cccs3)CC2)cc1,7.7%,-3.4%,-11.6%,-0.8%,0.5%,
Cc1ccc(C)c(C(=O)COC(=O)c2ccc(C)c(S(=O)(=O)N3CCOCC3)c2)c1,nt,-15.7%,-4.6%,13.1%,7.7%,
CCOc1cc(N2CCOCC2)c(OCC)cc1NC(=O)COC(=O)CCc1c[nH]c2ccccc12,-25.4%,5.7%,?,40.0%,0.5%,
CC(C)N1CCC(N2CCN(Cc3nc4ccccc4s3)CC2CCO)CC1 (stereo unspecified),-12.0%,6.2%,-5.8%,10.6%,0.7%,
CCC1=NN2C(=N)/C(=C\c3ccc(OCc4cc(=O)n5nc(CC)sc5n4)c(OC)c3)C(=O)N=C2S1,nt,8.3%,nt,nt,0.6%,inhibitors of VEEV 10K pilot screen=3.3
CCC(NS(=O)(=O)c1ccc(C)cc1)C(=O)Nc1ccc(NC(C)=O)cc1 (stereo unspecified),8.7%,-3.2%,-1.6%,-16.8%,0.5%,
CCC(C)[C@H](NC(=O)N1CC(=O)Nc2ccccc21)C(=O)N1CCC[C@@H]1C(=O)O (stereo partly specified),-4.6%,-5.1%,-5.3%,-5.0%,0.3%,
Nc1nc(N)c2nc(-c3ccccc3)c(N)nc2n1,-5.3%,3.6%,16.7%,4.8%,2.4%,
O=C(CCCc1ccccc1)Nc1nncs1,-20.6%,0.9%,-8.4%,10.1%,0.3%,inhibitors of VEEV 10K pilot screen=0.5
O=S(=O)(c1ccc(-c2ccon2)s1)N1CCCC1,-17.2%,5.7%,2.9%,-1.0%,1.6%,
COc1cccc(NC(=O)N2CCCC2C(=O)NC23CC4CC(CC(C4)C2)C3)c1 (stereo unspecified),-18.5%,4.3%,10.8%,6.6%,0.7%,
O=C(Nc1ccc(Cl)cc1)C1C2CCCCC21 (stereo unspecified),-4.4%,-0.6%,7.8%,79.6%,0.2%,
O=C(c1ccc(S(=O)(=O)N2CCCCCC2)cc1)N1CCN(c2ccccc2F)CC1,-3.1%,-1.7%,0.4%,-5.3%,4.6%,

# Next section, overlapping the part above by seven compounds.
SMILES,PhoP GFP inhibition,influenza NS1A,H37Rv inhibition,tuberculosis growth,inhibitors of VEEV,others
CCC(C)[C@H](NC(=O)N1CC(=O)Nc2ccccc21)C(=O)N1CCC[C@@H]1C(=O)O (stereo partly specified),-4.6%,-5.1%,-5.3%,-5.0%,0.3%,
Nc1nc(N)c2nc(-c3ccccc3)c(N)nc2n1,-5.3%,3.6%,16.7%,4.8%,2.4%,
O=C(CCCc1ccccc1)Nc1nncs1,-20.6%,0.9%,-8.4%,10.1%,0.3%,inhibitors of VEEV 10K pilot screen=0.5
O=S(=O)(c1ccc(-c2ccon2)s1)N1CCCC1,-17.2%,5.7%,2.9%,-1.0%,1.6%,
COc1cccc(NC(=O)N2CCCC2C(=O)NC23CC4CC(CC(C4)C2)C3)c1 (stereo unspecified),-18.5%,4.3%,10.8%,6.6%,0.7%,
O=C(Nc1ccc(Cl)cc1)C1C2CCCCC21 (stereo unspecified),-4.4%,-0.6%,7.8%,79.6%,0.2%,
O=C(c1ccc(S(=O)(=O)N2CCCCCC2)cc1)N1CCN(c2ccccc2F)CC1,-3.1%,-1.7%,0.4%,-5.3%,4.6%,
CC(/C=N/Nc1nncc(=O)[nH]1)=C\c1ccccc1,-0.6%,3.1%,-3.9%,-7.2%,0.9%,
CCOC(=O)[C@@H]1[C@H]2COc3ccccc3[C@H]2N2C(=O)N(c3cccc(C)c3)C(=O)[C@]12C,nt,4.5%,1.7%,16.2%,0.1%,
COC(=O)C1CCCN1C(=O)c1cccs1 (stereo unspecified),-1.3%,-2.1%,0.8%,-0.7%,i,
O=c1oc2ccccc2c(Nc2cccc(O)c2)c1[N+](=O)[O-],-3.8%,1.5%,1.2%,2.9%,3.2%,
O=C(NCc1ccc(F)cc1)c1cccnc1C(=O)O,-3.7%,-6.1%,0.4%,-6.1%,3.3%,
CC1(C)CC(=O)C(N=Nc2ccc(S(=O)(=O)N3CCCCCC3)cc2)=C(O)C1,-2.2%,-9.5%,-5.9%,46.6%,1.2%,
COc1ccc(-c2nc(CS(=O)CC(=O)N3CCc4ccccc4C3)c(C)o2)cc1 (stereo unspecified),9.5%,5.3%,-4.9%,18.4%,7.8%,
Cc1nnc(N=c2ssnc2Cl)o1,nt,3.2%,-4.1%,?,11.4%,inhibitors of VEEV 10K pilot screen=0.3
COc1ccc(-n2c(CCc3ccccc3)n[nH]c2=S)cc1,2.7%,5.6%,2.5%,-1.7%,0.1%,
CCOc1ccc(S(=O)(=O)N(CC)CC(=O)N2CCCC2)cc1C,2.6%,1.8%,6.7%,16.3%,i,
Oc1cccc(/C=N/N2CCN(C3c4ccccc4-c4ccccc43)CC2)c1,-14.2%,-0.7%,52.4%,7.4%,1.2%,
Cc1ccc(O)c(O)c1,7.0%,nt,-7.5%,6.3%,nt,
OCCN(CCO)c1ccc(C(c2ccc(Cl)cc2)c2ccc(N(CCO)CCO)cc2Cl)c(Cl)c1,7.4%,0.3%,9.2%,-2.2%,i,
Cc1cccc(NC(=O)CCS(=O)(=O)c2ccc3c(c2)NC(=O)CS3)n1,-7.5%,8.2%,0.0%,19.5%,1.9%,
COc1ccc(NC2CCCN(C(=O)CN3CCOC3=O)C2)cc1OC (stereo unspecified),4.0%,-0.8%,-8.6%,-5.9%,2.5%,
CCOC(=O)C(Sc1nnc(-c2ccncc2)o1)C(C)=O (stereo unspecified),12.0%,-9.7%,-24.0%,18.5%,i,
CC(=O)Nc1ccc(S(=O)(=O)NCCCN2CCN(Cc3ccccc3)CC2)cc1Cl,-0.2%,-1.0%,0.4%,-4.1%,1.0%,
COc1ccccc1C(=O)C1CCCN(Cc2ccc(Oc3ncccn3)cc2)C1 (stereo unspecified),4.1%,-6.3%,15.2%,19.9%,i,
COc1cccc(-n2nnc3c(=O)n(CC(=O)NCC4CCCO4)cnc32)c1 (stereo unspecified),-4.2%,-1.0%,-1.1%,-22.2%,3.4%,
CCCCC(=O)N1CCCC(c2nc(-c3cccc(OC)c3)no2)C1 (stereo unspecified),-3.7%,-11.2%,-1.5%,36.2%,4.3%,
O=C(N[C@@H](Cc1ccccc1)C(=O)NC1CC1)c1ccc(Cl)cc1,3.0%,-0.1%,-16.1%,5.3%,i,
COc1ccccc1N(C(=O)c1ccco1)C(C(=O)NC1CCCC1)c1ccc(N2CCOCC2)cc1 (stereo unspecified),2.2%,-14.7%,-5.8%,20.1%,0.7%,
COc1ccc(-c2nnc(C3CCN(S(=O)(=O)c4ccccc4)CC3)o2)cc1,0.4%,-3.3%,-5.0%,20.8%,2.6%,
Fc1ccc(N2CCN(Cc3cnc(Cl)s3)CC2)cc1,15.1%,-2.8%,-0.3%,13.5%,0.2%,
CCCSc1nnc(Sc2nnnn2-c2ccccc2)s1,1.9%,-4.1%,10.2µM*,?,0.3%,

# Source: PubChem (Southern Research Specialized Biocontainment Screening Center)
